Pol eta inh: blocks human DNA polymerase eta activity; AID 588591; Q9Y253; recombinant Pol eta, fluorescent DNA replication assay; Potency, µM (series often up to 114 µM), for the others: at the highest dose activity change, negative = inhibition, actives largely listed as inhibitors; 390,000 compounds, 1.2% hits; also: % is scaled to controls: 0 for no effect and ±100 for the full control effect
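Fluorescent replication assay: 50 nM final substrate added after a 15 min room-temperature compound preincubation with 10 nM enzyme. Signal taken at 0 min and again at 10 min.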
Pol kappa inh: inhibitors of human DNA polymerase kappa; Potency, µM (doses to about 107 µM), inactives show at the highest dose activity, negative = inhibition, actives largely listed as inhibitors; Q9UBT6; 400,000 compounds, 0.53% hits; purified Pol kappa, fluorescent DNA synthesis assay, 10 min; also: % is scaled to controls: 0 for no effect and ±100 for the full control effect
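Here, compound and 10 nM enzyme are combined for 15 min at room temperature; adding 50 nM substrate (final) starts DNA synthesis, tracked by fluorescence at 0 and 10 min against buffer-only wells.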
POLI inh: inhibitors of human DNA polymerase iota | 390,000 compounds, 1% hits | Potency, µM (highest dose often 115 µM), for inactives: at the top dose activity, negative = inhibition, hits mostly inhibitors | Pol iota fluorescent replication assay, 10 min | Q9UNA4 | AID 588590
Target sequence (Q9UNA4 whole entry, looked up): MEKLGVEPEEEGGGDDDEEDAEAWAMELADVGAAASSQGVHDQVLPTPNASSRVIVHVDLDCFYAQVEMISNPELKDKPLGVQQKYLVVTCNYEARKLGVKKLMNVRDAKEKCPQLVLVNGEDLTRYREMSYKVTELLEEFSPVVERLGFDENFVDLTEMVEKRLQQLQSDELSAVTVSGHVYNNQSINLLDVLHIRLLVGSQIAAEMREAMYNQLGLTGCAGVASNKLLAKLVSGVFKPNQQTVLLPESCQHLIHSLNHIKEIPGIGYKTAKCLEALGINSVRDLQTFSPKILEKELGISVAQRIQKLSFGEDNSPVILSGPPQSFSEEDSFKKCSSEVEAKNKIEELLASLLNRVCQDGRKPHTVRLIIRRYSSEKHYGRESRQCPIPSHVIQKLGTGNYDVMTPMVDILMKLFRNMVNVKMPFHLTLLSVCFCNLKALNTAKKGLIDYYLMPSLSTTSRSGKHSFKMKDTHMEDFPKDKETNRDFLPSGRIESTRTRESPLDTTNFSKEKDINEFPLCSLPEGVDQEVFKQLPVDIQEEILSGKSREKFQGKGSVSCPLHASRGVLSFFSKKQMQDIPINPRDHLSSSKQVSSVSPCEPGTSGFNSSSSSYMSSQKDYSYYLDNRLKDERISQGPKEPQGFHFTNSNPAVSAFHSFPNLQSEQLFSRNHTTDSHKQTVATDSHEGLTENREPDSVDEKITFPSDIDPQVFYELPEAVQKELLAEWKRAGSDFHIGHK
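Fluorescent replication assay read twice, at 0 min and 10 min after adding 50 nM (final) substrate. Enzyme (10 nM) and compounds were first incubated 15 min at room temperature; enzyme-free buffer wells were negative controls.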
JMJD2A Tudor inh: JMJD2A Tudor domain (human) inhibition; Potency, µM (highest dose often 114 µM), inactives show at the highest dose activity change, negative = inhibition, usual class: inhibitors; 390,000 compounds, 4.4% hits; AlphaScreen JMJD2A-Tudor / H3K4me3 peptide binding; AID 504339; O75164; also: % is scaled to controls: 0 for no effect and ±100 for the full control effect; nearly all actives have a fitted effect of over 50% in size
G9a block: blocks human histone lysine methyltransferase G9a; Q96KQ7; G9a H3K9 monomethylation, AlphaScreen, 2 h; Potency, µM (top dose mostly 102 µM), for the others: at the top dose activity, negative = inhibition, hits mostly inhibitors; 350,000 compounds, 8.8% hits; also: % is scaled to controls: 0 for no effect and ±100 for the full control effect; nearly all actives have a fitted effect of over 75% in size
Target sequence (Q96KQ7 913-1193 limits assumed): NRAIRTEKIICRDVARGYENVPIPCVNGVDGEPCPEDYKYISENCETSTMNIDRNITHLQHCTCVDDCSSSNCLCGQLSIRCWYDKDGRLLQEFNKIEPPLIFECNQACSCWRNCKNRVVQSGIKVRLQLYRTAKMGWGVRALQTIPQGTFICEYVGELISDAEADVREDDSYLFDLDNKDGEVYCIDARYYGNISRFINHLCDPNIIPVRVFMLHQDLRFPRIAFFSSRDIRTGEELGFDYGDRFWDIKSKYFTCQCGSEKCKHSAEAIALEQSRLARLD
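AlphaScreen read-out: biotin-H3K9 peptide (500 nM) methylation by 20 nM enzyme with 20 uM SAM, 2 h at room temperature after 15 min compound preincubation; anti-monomethyl H3K9 antibody plus donor/acceptor beads, 10 min dark.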
BAZ2B block: BAZ2B (human) inhibition. Q9UIF8. AlphaScreen BAZ2B-H3K14Ac peptide displacement. Potency, µM (series often up to 114 µM), inactives show at the highest dose activity change, negative = inhibition, hits mostly inhibitors. 360,000 compounds, 4.4% hits. AID 504333; also: % is scaled to controls: 0 for no effect and ±100 for the full control effect; nearly all actives have a fitted effect of over 60% in size
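Inhibition is scored as reduced AlphaScreen emission. The BAZ2B/b-H3(5-23)K14Ac complex (50 nM each) in PBS pH 7.4, 0.01% Tween-20 meets compound (up to 110 uM) for 30 min at RT before bead addition.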
BLM helicase inh: inhibitors of human Bloom syndrome helicase BLM. P54132. recombinant BLM DNA unwinding, fluorescence dequenching. Potency, µM (titrated, usually from 56.1 µM), for inactives: at the highest dose activity change, negative = inhibition, hits mostly inhibitors. 350,000 compounds, 0.2% hits. AID 2528;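 also: plate controls were vehicle for no effect and no enzyme for full effect; nearly all actives have a fitted effect of over 35% in size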
Pol beta inh: inhibitors of human DNA polymerase beta. Pol beta primer extension/strand displacement, fluorescence kinetic. Potency, µM (series often up to 114 µM), inactives show at the top dose activity change, negative = inhibition, usual class: inhibitors. 340,000 compounds, 1.3% hits. AID 485314; also: % is scaled to controls: 0 for no effect and ±100 for the full control effect
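Curves were derived by four-parameter Hill fits of normalized qHTS data. The kinetic fluorescent primer-extension read was taken at 0 and 10 min after 50 nM substrate, following a 15 min room-temperature preincubation of 10 nM enzyme with compounds.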
APE1 inh: APE1 (human) endonuclease inhibition. P27695. recombinant APE1, TAMRA/BHQ-2 abasic DNA cleavage fluorescence. Potency, µM (titrated, usually from 65.8 µM), inactives show top-dose activity change, negative = inhibition, usual class: inhibitors. 350,000 compounds, 0.35% hits;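 also: plate controls were vehicle for no effect and reference inhibitor for full effect; nearly all actives have a fitted effect of over 55% in size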
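0.75 nM APE1 + cpd, 15 min RT; start w/ 50 nM TAMRA/BHQ-2 THF-abasic dsDNA; kinetic fluor 525/598 nm ×3 reads @60 s; Δ(read3−read1); normalized to DMSO and NSC13755 control wells.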
Starred values were filed as active, the others as inactive; ? = inconclusive; . = not tested or not shown; [ ] = another dose, or the depositor's remark. Calls follow the shape of the dose curve; as a rule, active = well fitted curve in the direction sought with a large enough effect; inconclusive = small, poorly fitted or top-dose-only effect, or another doubt; inactive = no such curve, though single readings can be large; an effect the other way counts as inactive or inconclusive. Potency is read from the fitted curve at half-maximal effect. This is a subset; count on the stated rates, not on these rows.

SMILES | JMJD2A Tudor inh | APE1 inh | BLM helicase inh | Pol kappa inh | Pol eta inh | POLI inh | Pol beta inh | G9a block | BAZ2B block
O=C(NCCc1ccccc1)c1cc(=O)c2ccccc2o1 | -5.6% | -5.5% | -2.1% | 0.1% | -5.2% | 25.0% | 19.0% | . | -4.5%
Cn1c(CSc2ncccn2)nnc1SCC(=O)N1CCCCC1 | -15.2% | -1.8% | -0.9% | 3.4% | -11.5% | 6.1%[58.9 µM] | 14.8% | ? | 6.1%
CCOC(=O)/C=C1/N(C)c2ccccc2C1(C)C | -7.0% | 6.5% | -1.4% | -23.1% | -0.4% | 10.2% | -1.5% | 4.0% | -17.9%
COc1ccccc1C(=O)Nc1ccccc1C(=O)Nc1ccccc1 | -16.2% | . | . | 5.4% | -0.9% | -9.2% | . | . | .
COc1ccc(NC(=O)CCC(=O)c2cccs2)cc1Cl | -7.7% | -5.9% | -2.1% | 7.2% | -13.1% | 14.3% | 18.9% | -0.9% | 7.1%
COc1cc2c(cc1OC)C1=NC(=O)CN1C(SCc1ccccc1C)=N2 | -9.5% | 20.5% | -5.2% | -15.0% | ? | 29.8% | 9.3% | -13.1%[0.0925 µM] | ?
CCN(CC(=O)NCc1ccc(F)cc1)Cc1nc2cc(Cl)ccc2c(=O)[nH]1 | -15.6% | 2.8% | -16.0% | -1.9% | 0.3% | -2.1% | -2.9% | ? | 40.3%[activator]
Cc1ccc(NC(=O)c2ncn(-c3ccccc3)n2)cc1Cl | -17.1% | . | -1.4% | -11.0% | -8.2% | 16.5% | -11.9% | 12.6%[59 µM] | 1.0%
O=C(NCCCN1CCOCC1)c1ccc2c(c1)N(Cc1cccc(Cl)c1)C(=O)CS2 | -14.3% | 13.6% | -0.9% | 3.8% | -13.7% | 26.7% | 43.4% | -19.2% | 2.1%
O=C(NCCCCc1ccccc1)C1CC(c2ccccc2C(F)(F)F)=NO1 (stereo unspecified) | 2.2% | -3.9% | -5.3% | -3.6% | -9.4% | -12.8% | 9.0% | 39.8%[59 µM] | 15.6%
N#CCCn1c(=O)c(-c2cccc(C#N)c2)nc2cnc(Oc3cccc(Cl)c3)nc21 | . | 3.8% | -4.5% | -1.9%[60.1 µM] | . | . | . | -15.1%[0.501 µM] | .
Cc1cc(OCCCSc2nc(-c3ccc(C(C)(C)C)cc3)nc3cc(=O)[nH]n23)ccc1Cl | 31.6µM* | . | -21.3% | ? | 79.4µM* | ? | 39.8µM* | -1.3%[59 µM] | 28.2µM*
CCCCC(=O)Nc1cnc(NC(=O)c2cccs2)cc1C | 4.4% | 1.8% | -2.5% | 0.3% | -14.0% | -0.9% | 25.5% | -3.3%[0.501 µM] | 5.6%
COc1ccc(S(=O)(=O)CCC(=O)O)cc1 | -1.1% | -0.1% | -4.1% | -10.8% | -16.2% | -10.2% | -5.5% | -1.9%[12.7 µM] | 3.2%
CCOc1ccc(NC(=O)NCc2c(-n3cccc3)sc3c2CCCC3)cc1 | ? | . | -7.8% | -18.7% | -1.5% | 22.9% | -17.4% | -49.8%[59 µM] | -26.3%
O=C(NCCOc1ccccc1F)c1cc(F)c(F)cc1Cl | 6.7% | 3.5% | -1.6% | -6.0% | -11.5% | 1.5% | -0.7% | 1.7%[59 µM] | 2.2%
COc1ccc(Cn2nnnc2C(c2cccs2)N2CCCCCC2)cc1 (stereo unspecified) | -11.8%[57.1 µM] | -4.5% | -6.7% | -8.2% | -8.9% | 3.3% | -19.0% | 5.7%[59 µM] | 3.2%
COc1ccc(NC(=O)C2C3C=CC(C3)C2C(=O)NCc2ccco2)cc1 (stereo unspecified) | -20.7% | ? | -0.5% | ? | -3.5% | 1.7% | -23.9% | -5.6%[12.7 µM] | -25.3%
CN(Cc1nc2ccccc2c(=O)[nH]1)C(=O)c1cccc(S(=O)(=O)N2CCCCCC2)c1 | -2.7% | -9.9% | . | 5.5% | -1.0% | -2.4% | . | 3.7%[12.7 µM] | 12.7%
Cc1ccsc1/C=N/n1c(-c2ccco2)n[nH]c1=S | 7.08µM* | -2.3% | -6.2% | -3.5% | -8.2% | 11.4% | -9.0% | 0.794µM* | -21.5%[57.1 µM]
Cc1cc(N2CCN(c3ccccc3)CC2)nc(N2CCOCC2)n1 | -18.7% | -5.8% | -6.8% | -8.4% | -20.2% | 66.3%[activator] | -12.6% | 32.3%[12.7 µM] | -29.1%
CCOC(=O)C1(C)NC(c2ccc(OC)cc2OC)C2C(=O)N(CC)C(=O)C21 (stereo unspecified) | -11.7% | -2.4% | -2.1% | 12.4% | -4.4% | 8.2% | 5.2% | -9.8%[0.501 µM] | 9.4%
CC(C)Cc1ccc(CN2CCCC(NC(=O)c3nn(C)c(=O)c4ccccc34)C2)cc1 (stereo unspecified) | ? | 22.3% | -8.7% | 13.1% | ? | 16.4% | -0.3% | ? | ?
O=C(Cc1c(O)c2ccccc2[nH]c1=O)NCc1ccccc1 | -8.1% | -2.7% | 1.6% | -1.0% | -6.8% | 14.4% | 7.4% | 1.6%[59 µM] | 10.4%
CC(=O)c1cccc(N(C(=O)Cn2nnc3ccccc32)C(C(=O)NCC2CCCO2)c2ccc(N3CCOCC3)cc2)c1 (stereo unspecified) | -9.4% | 3.0% | -2.9% | -13.2% | -14.6% | 47.0%[activator] | -0.4% | 5.7% | 3.6%
CC(C)C[C@H](NC(=O)C1CCN(C(=O)[C@H](Cc2ccccc2)NC(=O)OC(C)(C)C)CC1)C(=O)O | -10.2% | 46.4%[activator] | -3.3% | 17.8% | -7.1% | 25.7% | -1.3% | 7.6% | -9.1%
CCOc1ccc(CC(=O)NC2CC(C)(C)N(C)C(C)(C)C2)cc1OCC | 0.0% | 2.3% | . | 2.0% | -16.6% | 42.1%[activator] | . | -14.5%[12.7 µM] | 16.3%
COc1ccc(Cl)cc1C(=O)NNC(=S)NC1CCCC1 | -4.3% | 0.9% | 1.2% | 2.1% | -2.4% | 33.8%[activator] | 0.4% | 16.1% | 8.6%
Cc1c(-c2ccco2)[n+](=O)c2c(n1[O-])CCC2 | 1.6% | ? | 0.2% | 6.2% | -8.1% | ? | -1.2% | -37.5% | -19.8%
COc1ccc(OC)c(NC(=O)NCc2cccnc2)c1 | -10.6% | 47.3% | 1.9% | -9.7% | 8.4% | 0.8% | 21.4% | 27.1% | -17.9%
CC(=O)Nc1ccc(NC(=O)CSc2nnc3c4ccccc4n(C)c3n2)cc1 | -11.1% | 26.8% | -4.4% | -2.4% | 0.4% | 69.9%[activator] | ? | -3.6% | .
Cc1nc(C)c(-c2nnc(-c3ccccc3Cl)o2)cc1C(=O)NN | -23.0% | ? | -0.4% | -15.7% | -9.5% | -2.3% | 15.2% | -3.7%[59 µM] | -12.2%
CCC(Oc1ccccc1F)C(=O)Nc1cc(-c2ccccc2)no1 (stereo unspecified) | 27.4% | . | -12.6% | -3.0% | -23.0% | 20.3% | -19.6% | 1.0%[59 µM] | 29.0%
C/C(=N\NC(=O)c1ccc(C)cc1)c1c(C)[nH]n(-c2ccccc2)c1=O | -4.8% | 15.1% | -7.2% | -9.5% | -8.1% | -13.7% | 17.0% | -7.5% | -14.9%
COc1ccc(/C=C(\C#N)C(=O)NC(C)c2ccccc2)cc1O (stereo unspecified) | -24.4% | -17.1% | -4.9% | -16.5% | -10.7% | 19.2% | 45.4% | 6.5% | -2.6%
COC(=O)CC1COc2ccccc2N1C(=O)c1cc(OC)c(OC)c(OC)c1 (stereo unspecified) | -12.1% | 48.0% | -0.7% | -7.2% | 1.1% | ? | -1.0% | -1.8%[2.33 µM] | -1.6%
CCn1c(C(=O)NCCc2ccc(OC)c(OC)c2)cc2sc(Cl)cc21 | ? | . | -16.9% | -5.1% | -14.9% | 2.6% | ? | -33.8%[59 µM] | ?
Cc1cc(C(=O)C(C)Sc2cccc[n+]2[O-])c(C)n1-c1ccc(Cl)cc1 (stereo unspecified) | -33.3% | 1.0% | -0.8% | -8.9% | -22.6% | 150.5%[activator] | -1.5% | 39.8µM* | -36.8%
COc1ccc(OC)c(S(=O)(=O)N2CCN(Cc3nc4ccc(C)cc4o3)CC2)c1 | -14.2% | . | 0.7% | -2.3%[60.1 µM] | -9.3% | ? | 3.1% | 0.5%[59 µM] | -18.8%
Cc1cc(=O)oc2cc(OC(C)C(=O)O)c(Cl)cc12 (stereo unspecified) | -11.6% | -3.6% | -0.8% | -2.7% | -5.1% | 23.0% | 6.5% | -39.0%[12.7 µM] | -1.2%

Filtered by structure: those above containing a thiophene ring, fused or not.
SMILES | JMJD2A Tudor inh | APE1 inh | BLM helicase inh | Pol kappa inh | Pol eta inh | POLI inh | Pol beta inh | G9a block | BAZ2B block
COc1ccc(NC(=O)CCC(=O)c2cccs2)cc1Cl | -7.7% | -5.9% | -2.1% | 7.2% | -13.1% | 14.3% | 18.9% | -0.9% | 7.1%
CCCCC(=O)Nc1cnc(NC(=O)c2cccs2)cc1C | 4.4% | 1.8% | -2.5% | 0.3% | -14.0% | -0.9% | 25.5% | -3.3%[0.501 µM] | 5.6%
CCOc1ccc(NC(=O)NCc2c(-n3cccc3)sc3c2CCCC3)cc1 | ? | . | -7.8% | -18.7% | -1.5% | 22.9% | -17.4% | -49.8%[59 µM] | -26.3%
COc1ccc(Cn2nnnc2C(c2cccs2)N2CCCCCC2)cc1 (stereo unspecified) | -11.8%[57.1 µM] | -4.5% | -6.7% | -8.2% | -8.9% | 3.3% | -19.0% | 5.7%[59 µM] | 3.2%
Cc1ccsc1/C=N/n1c(-c2ccco2)n[nH]c1=S | 7.08µM* | -2.3% | -6.2% | -3.5% | -8.2% | 11.4% | -9.0% | 0.794µM* | -21.5%[57.1 µM]
CCn1c(C(=O)NCCc2ccc(OC)c(OC)c2)cc2sc(Cl)cc21 | ? | . | -16.9% | -5.1% | -14.9% | 2.6% | ? | -33.8%[59 µM] | ?

Bioassay records deposited in PubChem by National Center for Advancing Translational Sciences (NCATS).
